NR2E3 ag-1: NR2E3 agonists in two-hybrid cells, primary screen, cell-based, luminescence, CHO-S, Gal4-NCOR/VP16-NR2E3; luciferase; inhibition of corepressor binding, % at 3.98 µM; 360,000 tested, 0.35% active; AID 602229, 2012;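 active = inhibition above the mean of all tested compounds plus 3 SD, cut at about 70% in these data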;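 also: 0% = DMSO with NR2E3 transfected cells and 100% = cells lacking NR2E3 construct; higher means lower luciferase signal from less NR2E3 corepressor binding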
Target sequence (Q9Y5X4 whole entry, looked up, the tested form may be a part): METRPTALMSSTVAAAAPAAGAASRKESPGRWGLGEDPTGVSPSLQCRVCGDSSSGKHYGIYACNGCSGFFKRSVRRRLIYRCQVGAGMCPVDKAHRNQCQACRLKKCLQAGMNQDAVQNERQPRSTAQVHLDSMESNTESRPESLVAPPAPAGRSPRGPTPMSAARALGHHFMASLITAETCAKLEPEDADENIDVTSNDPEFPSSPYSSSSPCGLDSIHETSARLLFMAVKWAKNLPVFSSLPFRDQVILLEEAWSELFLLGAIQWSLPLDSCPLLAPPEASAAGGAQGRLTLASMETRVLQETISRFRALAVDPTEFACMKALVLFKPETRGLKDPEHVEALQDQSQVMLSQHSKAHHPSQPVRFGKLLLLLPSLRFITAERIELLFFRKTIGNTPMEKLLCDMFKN
KKLEB tox: cytotoxicity in KKLEB CF airway cells, primary screen, cytotoxicity control for CF NF-kB inhibitor project, cell-based, uHTS, fluorescence assay plates | KKLEB CF airway cells viability, ATPlite luminescence, overnight; stronger effect = lower value; cells stimulated with P. aeruginosa culture filtrate | activity change (cytotoxicity), % at 5 µM | 360,000 tested, 0.36% active | AID 602141, 2011;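 active = corrected activity change at or below -50% at 5 µM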
Vif inh: HIV Vif self-association inhibitors, primary screen, imaging, HEK293T, single point; HEK293T cells, Vif self-association by quenched fluorescence, 24 h; inhibition, % at 7.49 µM; 340,000 tested, 0.35% active; in the data active = inhibition above about 50%, passing the limit was not always enough; inconclusive = no clear call, values can overlap the other calls; inactive = below about 31%; also: some results filed as inactive read as strong as hits
NR2E3 ag-2: inhibitors of NR2E3-RetCOR corepressor binding, primary screen, NR2E3 agonist project, biochemical, TR-FRET, GST-NR2E3, biotin-RetCOR; AID 2300, 2010; Photoreceptor-specific nuclear receptor (Homo sapiens), Q9Y5X4; 320,000 tested, 0.12% active; inhibition of corepressor binding, % at 4.78 µM; 1536-well;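 active = percent inhibition above the cutoff of mean plus 3 SD of all tested compounds, set per screening campaign, cut at about 20% in these data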;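 also: 0% = DMSO wells and 100% = biotin wells as full block of FRET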
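Test system: GST-NR2E3 and biotin-RetCOR proteins | Quantity: 1.35 nM GST-tagged NR2E3 final | Medium: Tris pH 7.5 | Also added: 7 nM biotin-RetCOR | Dosing: Compound at 4.8 µM, single dose | Timing: 5 h at 4 °C | Detection: Time-resolved FRET | Read-out basis: Percent inhibition | Benchmarks: Biotin wells as high control, 0.6% DMSO wells as low control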
TRPM1 prom inh: inhibitors of MITF-dependent TRPM1 promoter reporter, primary screen, cell-based, SK-MEL-5, single point, luciferase; SK-MEL-5 TRPM1 promoter luciferase, 24 h; inhibition, % at 12.5 µM; 330,000 tested, 0.83% active; AID 488899, 2010;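 active = mean inhibition across replicates of 60% or more, whatever share of single replicates reaches that level; inconclusive = some that reach 60%, reason not given; inactive = mean inhibition across replicates below 60%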; also: values of inactives mirror those of a sister screen read the other way
PDI inh: inhibitors of human PDI, primary screen, biochemical, turbidity, single point, plate reader; Protein disulfide-isomerase (Homo sapiens), P07237; AID 588391, 2011; 350,000 tested, 0.052% active; PDI insulin aggregation turbidity, A650, 90 min; inhibition, % at 10 µM;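 active = mean inhibition across replicates of 30% or more, whatever share of single replicates reach that level; inconclusive = mean inhibition below 30% while every single replicate reaches 30%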;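 also: absorbance from insulin aggregation driven by PDI reduction with DTT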
Target sequence (P07237 whole entry, looked up): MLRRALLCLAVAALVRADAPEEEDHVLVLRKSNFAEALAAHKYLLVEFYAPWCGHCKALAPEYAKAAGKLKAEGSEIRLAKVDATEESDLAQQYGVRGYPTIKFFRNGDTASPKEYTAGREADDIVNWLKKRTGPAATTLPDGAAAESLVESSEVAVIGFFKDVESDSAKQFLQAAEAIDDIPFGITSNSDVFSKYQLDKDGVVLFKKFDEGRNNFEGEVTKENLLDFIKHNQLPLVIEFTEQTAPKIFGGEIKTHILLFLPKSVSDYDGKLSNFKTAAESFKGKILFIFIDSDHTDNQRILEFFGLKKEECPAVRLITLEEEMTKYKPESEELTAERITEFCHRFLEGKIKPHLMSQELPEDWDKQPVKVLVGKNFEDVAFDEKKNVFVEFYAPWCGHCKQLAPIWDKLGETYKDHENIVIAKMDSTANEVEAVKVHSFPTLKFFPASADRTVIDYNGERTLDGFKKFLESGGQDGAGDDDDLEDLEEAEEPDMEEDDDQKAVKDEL
HIF-2a block: HIF-2a reporter inhibitors, primary screen, luminescence, 786-0 RCC cells | 360,000 tested, 0.72% active | inhibition, % at 18.8 µM | 786-0 RCC cells HIF-2a reporter, luciferase luminescence, overnight;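 active = inhibition of the luminescence signal of 40% or more relative to plate controls, in a single-dose primary screen at 18.75 µM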
CaV13 FRET inh: Disruptors of the CACNA1D IQ motif to Ca2+-dependent inactivation inhibitor domain association, primary screening, Förster resonance energy transfer in intact living …; AID 743397; inhibition, % at 12.3 µM; 340,000 tested, 0.098% active; HEK cells, CFP/YFP FRET ICDI-IQ, plate reader, 10 min; percent FRET-ratio fall versus neutral wells;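 active = mean replicate inhibition of at least 30% and at least 1% of replicates passing that level; inconclusive = only one of the two criteria is met; inactive = neither criterion is met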;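 also: 0% = median of the neutral control wells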
Shn3 3UTR inh: reduction of Shn3 3'UTR firefly luciferase signal, primary screen, Schnurri-3 inhibitor project, cell-based, Clone20 osteoblasts, set 2; Clone20 osteoblast Shn3 3'UTR firefly luciferase, 24 h; inhibition, % at 12.5 µM; 360,000 tested, 0.52% active;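 active = mean inhibition of at least 75% with every replicate also reaching 75%; inconclusive = mean inhibition at least 75% but some replicate below; inactive = mean inhibition below 75%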;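 also: 0% = median of neutral control wells and 100% = pilot-screen positive control compound; some compounds past the cut are filed as inactive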
CF NFkB inh: inhibitors of PAF-induced NF-kB signaling, primary screen, cell-based, GFP fluorescence, uHTS; KKLEB NF-kB-GFP reporter, GFP fluorescence overnight; inhibition, % at 5 µM; 360,000 tested, 0.86% active; AID 588850, 2011;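 active = at least 50% inhibition at 5 µM, scaled per plate between neutral and stimulator controls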;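 also: PAF is a Pseudomonas aeruginosa culture filtrate used as stimulus; plate controls were PAF-stimulated DMSO wells for no effect and unstimulated DMSO wells for full effect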
Peg3 promoter: Peg3 promoter-driven luciferase inhibitors, primary screen, cell-based, HeLa, luciferase luminescence. inhibition, % at 20 µM. 360,000 tested, 1.7% active. AID 588405, 2011. HeLa PEG-Prom luciferase reporter, overnight;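 active = inhibition of at least 50% at 20 µM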
An asterisk follows results filed as active; ? = inconclusive; . = not tested or not shown.

SMILES	NR2E3 ag-1	KKLEB tox	Vif inh	NR2E3 ag-2	TRPM1 prom inh	PDI inh	HIF-2a block	CaV13 FRET inh	Shn3 3UTR inh	CF NFkB inh	Peg3 promoter
CN1CCN(C(=O)c2cnn3c2NC(c2ccccc2)CC3C(F)(F)F)CC1 (stereo unspecified)	-14.2	1.3	19.0	0.2	1.7	4.9	5.4	5.4	-0.1	1.8	2.0
CCSc1nc2ccccc2n1CC(N)=O	-4.3	-1.8	12.2	4.0	0.7	1.6	23.1	-4.6	-0.6	-6.3	6.7
Cc1occc1C(=O)NCc1ccccc1	-13.4	13.0	7.2	-0.1	2.9	-7.7	4.1	-6.6	14.8	0.9	-4.8
COc1cccc(CN2CC(C(=O)NC3CCC(O)CC3)CCC2=O)c1 (stereo unspecified)	-28.0	8.2	-11.6	1.5	-4.0	-2.2	15.2	-9.9	-13.0	-7.9	-10.7
O=C(CN1C(=O)c2ccccc2C1=O)C(O)CN1C(=O)c2ccccc2C1=O (stereo unspecified)	17.2	11.6	?	.	.	.	-2.6	.	1.1	-1.6	-6.3
CC(=O)c1cccc(NC(=O)N2CCCC2C(=O)NCc2ccc(C)cc2)c1 (stereo unspecified)	1.4	-1.2	-4.1	2.1	9.5	4.4	8.6	-0.6	-7.1	11.5	12.3
Cc1ccc(-c2nnc(SCC(=O)Nc3ccc4c(c3)OCCO4)n2N)cc1	-12.1	2.2	0.6	3.5	11.1	-8.3	2.9	1.3	-14.7	-4.1	-9.0
CN1CCC(N(C)CC(O)c2ccccc2)CC1 (stereo unspecified)	0.7	0.2	-11.2	2.7	-2.4	-3.8	15.4	-17.3	-6.2	4.4	-10.7
C/C(CC(=O)NC1CCCCC1)=N\NC(=O)COc1ccc(C)cc1Br	-23.2	-2.1	6.3	2.8	-6.6	-2.7	4.2	-6.2	-25.0	-5.7	-2.4
COc1ccccc1N1CCN(C(=O)c2ccco2)CC1	-34.9	10.8	1.2	0.4	4.1	-8.5	-2.8	-2.7	2.8	-15.0	-20.0
Cc1cccc(C(=O)NC2CCN(S(=O)(=O)c3ccc(F)cc3)CC2)c1	-11.6	15.6	-0.5	3.2	-3.0	0.1	-0.1	-1.5	1.7	6.1	-4.6
C/C(CC(=O)N1CCN(C=O)CC1)=N\NC(=O)c1ccc(Cl)cc1	-4.2	-12.9	14.5	4.5	11.5	6.0	15.7	0.5	-2.9	16.8	13.9
COc1cccc(NC(=O)CSc2nc3ccccc3c(=O)n2CCCC(=O)NCC2CCCO2)c1 (stereo unspecified)	-0.7	-0.5	-0.6	-4.6	-12.3	-13.8	6.9	-5.8	22.7	-28.8	9.6
C/C=C(/C)C(=O)Nc1cccc(C2=NOC3(C2)C[C@H](C(N)=O)N(C(=O)Cc2ccc([N+](=O)[O-])cc2)C3)c1 (stereo partly specified)	-29.8	-8.4	7.5	4.1	-3.4	3.4	4.7	-9.9	22.6	-3.4	-9.0
Cc1ccc(OCC(=O)Nc2ccc3c(c2)CCC3)c([N+](=O)[O-])n1	-11.6	-2.6	-1.9	-1.0	-77.6	-3.0	-183.9	-2.9	-16.5	-21.2	-114.2
O=C(OCCCc1cc2ccccc2c(=O)o1)c1ccc(C(F)(F)F)cc1	21.9	-10.9	-10.0	1.6	-6.0	-8.0	-1.5	-11.5	11.6	34.9	-2.4
Cn1ncc(Br)c1C(=O)N1CCN(C(=O)c2ccco2)CC1	-7.8	-7.2	-4.9	-0.9	-9.5	-11.0	17.9	-4.6	6.2	-15.0	-2.8
O=C(O)CSCC(=O)N(c1ccccc1)c1ccccc1	-10.7	2.7	1.2	0.1	15.3	6.6	9.2	-4.0	4.3	-4.3	12.5
COc1ccc(-c2csc(NC(=O)CN3C(=O)C4CCCCC4C3=O)n2)c(OC)c1 (stereo unspecified)	1.2	-1.9	42.1	1.1	-14.9	3.8	-31.6	-5.7	1.5	-1.4	-16.8
Cc1ccc(NC(=O)CSc2nnc(-c3cc(C)[nH]n3)n2N)c(C)c1	13.2	4.5	1.8	3.0	-6.7	18.6	-0.4	-11.6	-7.1	-6.6	4.1
O=C(CN1C(=O)COc2ccccc21)N1CCN(C2CCCCC2)CC1	-10.7	4.5	0.7	2.9	-33.7	8.6	16.6	-3.5	-4.3	3.6	-2.4
O=[N+]([O-])c1ccc(-c2cn(-c3ccccc3F)c(=S)[nH]2)cc1	-90.8	-19.1	-3.6	-2.1	-24.0	-5.2	-343.3	-2.7	-47.6	-13.9	-341.1
CCn1ccnc1CN1CCC(n2nccc2NC(=O)CCc2ccccc2)CC1	-2.2	2.5	17.3	3.0	-2.2	-2.7	15.1	-2.4	-8.7	7.8	2.7
Cc1ccc(S(=O)(=O)N/N=C\c2cc3c(cc2[N+](=O)[O-])OCO3)cc1	4.8	6.5	7.3	5.0	12.4	0.4	2.6	-7.5	-0.8	-5.5	18.9
CC(=O)NC1=NC(=O)/C(=C/N2CCOCC2)S1	-12.3	11.6	8.0	3.0	-11.8	-3.0	-1.9	-5.3	1.2	-3.8	12.8
SMILES	NR2E3 ag-1	KKLEB tox	Vif inh	NR2E3 ag-2	TRPM1 prom inh	PDI inh	HIF-2a block	CaV13 FRET inh	Shn3 3UTR inh	CF NFkB inh	Peg3 promoter
C[C@H](CO)N1C[C@H](C)[C@@H](CN(C)Cc2ccncc2)Oc2c(NS(=O)(=O)c3cn(C)cn3)cccc2C1=O	2.4	-3.8	-2.4	.	-6.0	-2.4	5.4	-6.1	-10.6	0.2	-13.3
CC1Cc2ccccc2N1C(=O)COc1ccc2c(c1)OCO2 (stereo unspecified)	-41.1	-3.6	-0.5	-3.4	-65.3	5.3	-217.8	-4.0	-38.9	10.3	-212.3
Cc1cc(N(C)C)nc(Nc2ccccc2)n1	-5.3	-5.8	-9.7	0.2	-53.1	2.4	-124.1	-3.3	-18.6	35.1	-138.0
O=C(NCc1ccccc1)C1=C[C@H](c2ccc(Br)cc2)C[C@H](OCc2ccc(CO)cc2)O1	-17.2	5.3	-2.1	2.9	6.8	4.5	-27.7	-9.7	14.9	-5.3	11.1
CCCCCCCCN1[C@@H](CC(=O)O)c2ccc(C(F)(F)F)cc2S1(=O)=O	22.4	5.2	-7.0	2.9	-2.2	-3.5	-1.7	-10.3	-15.8	0.0	10.2
Cc1ccc(S(=O)(=O)c2cc(N3CCOCC3)nc(-c3ccccc3)n2)cc1	-3.2	6.5	-3.7	-0.8	-25.7	4.8	-0.1	.	-4.8	-5.8	22.0
S=C(NCCN1CCOCC1)N/N=C/c1c2ccccc2cc2ccccc12	5.0	-3.9	.	2.1	-11.0	-2.2	-6.9	-8.5	.	-20.0	2.8
Oc1ccccc1-c1nnc(COc2ccc(Cl)cc2Cl)o1	-40.9	-6.7	5.8	0.8	-93.8	.	-68.5	4.2	-56.7	3.0	-385.6
CC1=C(C(=O)N2CCOCC2)CC(CC(=O)NCc2cccs2)C(=O)N1CCC1=CCCCC1 (stereo unspecified)	-7.5	-2.1	.	.	.	-4.0	12.3	-3.1	-2.6	4.4	1.7
Cc1ccc(NC(=O)NCc2ccc3c(c2)OCO3)c(C)c1	-9.0	3.9	-7.2	1.4	-1.6	2.0	-14.9	-6.7	-9.5	-1.9	-15.2
N#CCc1c(C#N)c(N)nc(N2CCN(c3ccc(F)cc3)CC2)c1C#N	-16.4	8.8	-0.6	3.0	-17.8	2.7	-13.2	-3.8	3.8	4.0	1.6
O=C(Nc1cccnc1)c1cnc2ccccc2n1	-7.4	7.5	1.0	1.1	-37.5	16.0	-134.6	-0.5	-37.4	-12.6	-105.3
O=C(COC(=O)c1ccccc1NCCO)NCCC1=CCCCC1	-27.4	1.6	2.7	2.2	-14.2	4.8	-87.2	-6.5	-36.4	11.5	-51.7
COc1ccc2c(c1)SCC/C2=C\CN1C(=O)CCC1=O	-17.3	-10.3	-1.5	-2.2	-0.4	-5.2	18.1	-1.9	31.8	12.0	12.2
CCOC(=O)c1c(C)[nH]c(C(=O)CSc2nnc(C3CC3)n2N)c1C	-22.3	-7.3	7.4	-0.3	-10.9	2.0	-23.3	.	12.9	-1.5	-8.4
CCOc1ccc(CCNC(=O)CN2C(=O)NC3(CCCCCC3)C2=O)cc1OCC	-11.4	-16.5	-2.0	2.2	0.8	22.2	12.9	-5.8	-40.4	16.3	4.2
O=c1cc(-c2ccccc2Cl)oc2cccc(O)c12	-15.6	-0.7	-3.9	-0.7	7.4	-9.6	-95.3	-9.2	-54.5	1.0	-76.4
Cc1cc(OCc2cc(C(=O)N(Cc3nccn3C)C(C)C)no2)cc(C)c1Cl	-55.6	-1.8	-3.6	1.3	-29.0	-5.0	-180.0	-14.8	-59.4	17.7	-158.4
CCN1CCN(S(=O)(=O)c2ccc(OC)c(Br)c2)CC1	-12.9	2.6	-7.6	3.5	-1.3	-0.9	10.3	-5.1	9.4	-22.8	7.1
O=C(NC1CCCCCC1)c1cc2ccccc2oc1=O	3.8	-5.6	-1.6	3.0	-71.1	3.7	-187.6	-5.5	-8.0	1.6	-280.8
Cc1cccc(NC(=O)Nc2ccc([N+](=O)[O-])cc2)n1	-22.4	-7.2	-0.1	0.0	-76.7	-4.0	-154.3	-1.6	-42.5	26.6	-103.8
CCCCNCC1C(Oc2ccc(Cl)cc2)C(=O)N1c1ccccc1C (stereo unspecified)	17.3	-3.2	0.4	1.9	-5.0	5.2	18.3	-9.4	7.0	7.4	3.5
O=C(Nc1cccnc1)c1ccc(Br)c(S(=O)(=O)N2CCCC2)c1	-3.0	-2.3	-20.9	-0.2	3.4	2.0	-8.7	-5.8	31.3	8.0	7.1

Screening results: PubChem BioAssay, several laboratories
